From PubChem BioAssay
UHRF1 MBD2 ctr: UHRF1 methyl-DNA binding inhibition; Q96T88; UHRF1 binding to methylated oligo, TR-FRET; inhibition, % at 4.4 µM; 370,000 compounds, 0.75% hits; AID 687016; in the data active = inhibition above about 21%;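 also: UHRF1 SRA domain binding a hemimethylated CpG hairpin DNA probe; 0% = median of test compound wells and 100% = reference inhibitor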
TCR CD3 inh: inhibitors of human TCR-CD3 interaction | 360,000 compounds, 0.37% hits | TAMRA-labeled TCR probe fluorescence, biochemical | inhibition, % at 9.4 µM; in the data active = inhibition above about 19%;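 also: recombinant mutant TCR 2C K166C tagged with TAMRA read by polarization; 0% = receptor in buffer alone and 100% = receptor with positive control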
TDP2 inh: blocks human TDP2 phosphodiesterase activity; O95551; recombinant TDP2, T5PNP hydrolysis, p-nitrophenol absorbance 415 nm; inhibition, % at 12.8 µM; 370,000 compounds, 0.34% hits; AID 720702;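 active = inhibition above the mean of all tested compounds plus 3 SD, set per campaign, cut at about 25% in these data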;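 also: 0% = DMSO with enzyme and 100% = buffer with substrate but no TDP2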
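Incubation: 2 h at 37 °C; Test system: recombinant human TDP2; Quantity: enzyme 120 nM; Read-out basis: percent inhibition; Medium: 50 mM Tris-HCl pH 7.5 with Mg2+, KCl, DTT, BSA; Repeats: single replicate; Compound: 12.8 µM single point, 1% DMSO; Signal: epi absorbance; Reagent: 5 mM T5PNP chromogenic substrate; Benchmarks: no-enzyme high, DMSO-plus-enzyme low.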
SIAE inh: inhibitors of human sialic acid acetylesterase SIAE. Q9HAT2. SIAE FP-Rh probe binding, fluorescence polarization. inhibition, % at 9.66 µM. 370,000 compounds, 0.69% hits;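 active = inhibition above a cutoff: mean of compounds within the control limits plus 3 SD of those, cut at about 17% in these data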;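 also: 0% = plate median of compound wells and 100% = probe without SIAE protein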
Target sequence (Q9HAT2 whole entry, looked up): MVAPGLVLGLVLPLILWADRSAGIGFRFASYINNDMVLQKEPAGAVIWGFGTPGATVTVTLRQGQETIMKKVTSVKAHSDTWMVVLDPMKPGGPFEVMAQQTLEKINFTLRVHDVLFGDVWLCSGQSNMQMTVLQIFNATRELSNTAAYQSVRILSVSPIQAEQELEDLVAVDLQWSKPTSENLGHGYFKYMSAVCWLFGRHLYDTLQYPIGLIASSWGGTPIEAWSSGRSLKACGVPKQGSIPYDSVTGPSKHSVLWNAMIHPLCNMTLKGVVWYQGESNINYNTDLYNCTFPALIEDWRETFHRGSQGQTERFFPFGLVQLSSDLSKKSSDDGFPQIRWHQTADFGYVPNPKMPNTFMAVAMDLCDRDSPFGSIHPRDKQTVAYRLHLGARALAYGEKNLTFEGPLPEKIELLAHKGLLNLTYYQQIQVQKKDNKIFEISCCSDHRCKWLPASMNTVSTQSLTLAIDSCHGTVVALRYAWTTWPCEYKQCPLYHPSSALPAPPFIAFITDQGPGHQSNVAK
ABHD4 inh: inhibits mouse alpha/beta hydrolase domain 4 | Q8VD66 | purified mABHD4, FP-Rh probe fluorescence polarization | inhibition, % at 8.92 µM | 370,000 compounds, 0.54% hits | AID 720543;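 active = inhibition exceeding the mean over every tested compound plus 3 SD, cut at about 30% in these data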;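 also: 0% = plate median of compound wells and 100% = S159A mutant with DMSO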
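assay system = mABHD4 protein | compound dosing = single nominal dose of 8.92 µM, 0.89% DMSO final | read-out basis = percent inhibition of probe binding, normalized to plate controls | schedule = Enzyme–compound pre-incubation 45 min, then probe 60 min, both 25 °C | detection = fluorescence polarization, excitation 525 nm, emission 598 nm, BODIPY TMR filters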
PRMT1 FP inh: blocks human protein arginine methyltransferase 1. Q99873. recombinant PRMT1, activity-based probe fluorescence polarization. inhibition, % at 2.79 µM. 370,000 compounds, 1.3% hits. AID 652257;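 active = inhibition above about 21% made by adding two undisclosed values, limit read from the data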
PG9 binder: PG9 antibody binding by small molecule. TR-FRET gp120-PG9 antibody binding. inhibition, % at 6.7 µM. 360,000 compounds, 0.43% hits. AID 624416; in the data active = inhibition above about 8.5%
DDE Tn7 FP inh: disrupts Tn7 cyclic peptide binding to fibrin D-Dimer-E complex; P02675; FP displacement of FITC-Tn7 peptide from fibrin DD(E); 0% = median of compound wells per plate; inhibition, % at 8.3 µM; 370,000 compounds, 0.13% hits; AID 720508;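 active = inhibition above the mean of compounds falling within the control limits plus 3 SD of them, cut at about 14% in these data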;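 also: 0% = plate median of compound wells and 100% = 10 µM Aha-Tn7 peptide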
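Assay system: Fibrin-DD(E) protein isolated from polymerized human fibrin clots; read-out basis: percent inhibition; medium: Tris/NaCl/CaCl2 buffer, pH 7.8; signal: FP measurement; incubation: 10 min plus 3 h, room temperature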
HTRA1 inhibitor: HTRA1 (human) protease inhibition; Q92743; recombinant HTRA1, FP-rhodamine activity-based probe, fluorescence polarization; inhibition, % at 5.96 µM; 340,000 compounds, 0.5% hits; AID 504803; in the data active = inhibition above about 36%;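 also: 0% = enzyme with DMSO and 100% = wells lacking enzyme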
Target sequence (Q92743 whole entry, looked up): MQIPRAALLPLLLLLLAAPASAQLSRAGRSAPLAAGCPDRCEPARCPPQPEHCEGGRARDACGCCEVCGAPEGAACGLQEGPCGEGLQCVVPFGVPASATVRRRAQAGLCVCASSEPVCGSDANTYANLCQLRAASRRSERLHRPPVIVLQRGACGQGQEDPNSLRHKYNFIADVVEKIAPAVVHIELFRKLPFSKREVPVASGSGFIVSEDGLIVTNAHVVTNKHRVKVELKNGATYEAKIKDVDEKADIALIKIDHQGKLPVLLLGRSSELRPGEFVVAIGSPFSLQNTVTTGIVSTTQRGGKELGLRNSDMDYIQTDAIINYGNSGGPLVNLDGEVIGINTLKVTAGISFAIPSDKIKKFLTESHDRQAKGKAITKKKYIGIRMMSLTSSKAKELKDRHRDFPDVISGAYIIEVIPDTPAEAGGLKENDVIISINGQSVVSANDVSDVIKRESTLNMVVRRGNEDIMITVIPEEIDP
LEDGF integ inh: blocks HIV-1 LEDGF/p75-dependent DNA integration; inhibition, % at 3.7 µM; AID 743269; 370,000 compounds, 0.64% hits; TR-FRET IN-LEDGF/p75 DNA integration, Eu/Cy5;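 active = inhibition above the screen-wide mean plus 3 SD, cut at about 13% in these data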;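 also: signal is the Cy5 over europium emission ratio at 671 and 618 nm; 0% = plate median of compound wells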
Numbers without * were called inactive; / = not tested or not shown.

Start of the listing, in advance, 2 compounds:
SMILES	UHRF1 MBD2 ctr	TCR CD3 inh	TDP2 inh	SIAE inh	ABHD4 inh	PRMT1 FP inh	PG9 binder	DDE Tn7 FP inh	HTRA1 inhibitor	LEDGF integ inh
O=c1[nH]cc(F)c(=O)n1C1OC(CO)C(O)C1O (stereo not given)	0	-1	-6	16	0	-2	0.5	1	/	1
O=C(N[C@@H](Cc1c[nH]c2ccccc12)C(=O)O)OCC1c2ccccc2-c2ccccc21	-2	6	16	9	1	3	-0.6	0	-14	3

Results (from the top)
SMILES	UHRF1 MBD2 ctr	TCR CD3 inh	TDP2 inh	SIAE inh	ABHD4 inh	PRMT1 FP inh	PG9 binder	DDE Tn7 FP inh	HTRA1 inhibitor	LEDGF integ inh
O=c1[nH]cc(F)c(=O)n1C1OC(CO)C(O)C1O (stereo not given)	0	-1	-6	16	0	-2	0.5	1	/	1
O=C(N[C@@H](Cc1c[nH]c2ccccc12)C(=O)O)OCC1c2ccccc2-c2ccccc21	-2	6	16	9	1	3	-0.6	0	-14	3
COC(=O)N/N=C/c1ccc(-c2cc(Cl)ccc2Cl)o1	-1	2	3	15	-5	0	-0.7	3	-17	-3
COc1ccc(S(=O)(=O)Nc2ccc3oc4ncccc4c(=O)c3c2)cc1OC	2	-11	6	-8	2	1	-1.1	2	2	-2
C=CCNc1ncnc2c1ncn2[C@H]1CN(Cc2ccccc2)C[C@@H](COC(C)=O)O1	2	-3	-2	-4	2	1	-0.2	-6	/	-2
COc1ccc(C(=O)COC(=O)CCN2C(=O)C3C4CC(C(Br)C4Br)C3C2=O)cc1 (stereo not given)	0	7	0	4	-6	0	-1.5	-6	-7	0
COC(=O)[C@H](CC(C)C)N(CCc1cn(CC2CCCCC2)nn1)S(=O)(=O)c1ccc(F)cc1Br	2	/	3	3	-1	0	/	2	/	-1
CCOc1nc(NC2CCCCC2)nc(NC(C)(C)C)n1	5	-1	3	-3	16	0	-1.8	-2	-17	-1
O=C(O)COc1ccc2oc3ccccc3c2c1	1	-13	-10	-2	2	1	1.5	0	1	5
O=C(c1cccc(F)c1)N1CCN(C(=O)c2cc3nc(-c4ccco4)cc(C(F)(F)F)n3n2)CC1	-1	5	11	-1	6	-1	-0.1	-2	3	-2
CCCCc1c(O)nc(SCC(=O)c2ccccc2)[nH]c1=O	6	-4	13	1	3	40*	1.0	-2	-3	6
CC(=O)c1ccc(N2CCN(C(=O)C3(S(=O)(=O)c4ccc(Cl)cc4)CC3)CC2)cc1	-2	8	5	-4	-3	1	0.9	-1	-6	-4
COc1cc(/C=C2\SC(N3CCCCC3)=NC2=O)cc(OC)c1OC	-4	2	8	9	2	1	-1.1	-3	-1	5
CCCCCCN1C[C@H](O)[C@@H](n2cc(-c3ccc(F)cc3)nn2)C[C@@H]1c1ccc(C)cc1	0	-9	1	-2	-4	2	0.0	2	-22	-1
O=C(Nc1ccccc1N1CCOCC1)c1ccccc1NS(=O)(=O)c1ccc(F)cc1	6	-5	-8	-3	-3	6	-2.7	1	-2	0
O=C(Nc1nccs1)c1cc(S(=O)(=O)N2CCOCC2)c(Cl)cc1Cl	2	-3	-3	-2	-9	-3	2.3	1	6	3
COc1ccc(-c2noc(N3CCC(C(=O)N(C)c4ccccc4)CC3)n2)cc1	0	4	-4	-7	-2	-8	-1.0	-4	-5	0
CC(=O)Nc1cccc(C(=O)OCC(=O)NC2CCCCCCC2)c1	-1	-4	7	6	0	2	0.8	6	-9	-3
CCOC(=O)C1CCCN(C(=O)c2sc3nc(-c4ccc(OC)cc4)cn3c2C)C1 (stereo not given)	4	3	-6	5	10	0	-2.1	-2	-9	0
N#Cc1ccccc1NC(=O)c1ccccc1OCC(=O)Nc1ccc2c(c1)oc1ccccc12	3	-6	-3	-25	-6	2	6.4	4	-16	-3
O=C(CN(Cc1ccccc1Cl)C(=O)c1csnn1)NC1CCCC1	-3	3	-13	1	1	-1	-1.3	-1	-5	-3
O=C(CSc1nnc(C2CC2)n1C1CC1)N1CCN(c2ccc(O)cc2)CC1	-1	7	3	9	12	7	-0.9	3	4	-1
Cc1cccc(Cn2c(N(C)Cc3ccccc3)nc3c2c(=O)[nH]c(=O)n3C)c1	2	0	-7	-3	5	-1	1.9	-7	4	-1
Cc1ccc(N=Nc2ccc3ccccc3c2O)cc1	5	-5	1	-7	-1	4	1.4	9	11	-1
COc1ccccc1CN(C)S(=O)(=O)c1cccs1	-2	8	-3	-8	-1	1	0.9	7	4	-1
CCCn1nc(C(=O)NC2CC2)c2ccccc2c1=O	-2	6	-1	-1	-2	-1	0.5	3	9	0
Cc1sc(-c2ccccn2)nc1OC(=O)c1cccc(Cl)c1Cl	2	5	-9	-6	3	3	-0.2	2	-4	2
N#Cc1cnn2cc(CCN3CCOCC3)c(-c3ccc(F)cc3)nc12	-1	-1	6	5	1	-5	1.4	-3	1	-2
CCOCCn1c(=NC(=O)CSCC(=O)N2CCOCC2)sc2cc(OC)ccc21	0	6	-7	-4	2	1	-0.7	0	0	-1
CN(NC1OC(=O)c2ccccc21)c1ncc(Cl)cc1C(F)(F)F (stereo not given)	-2	-2	3	1	-3	4	0.0	2	/	0
O=P(CCN1CCCCC1)(c1ccccc1)c1ccccc1	4	-2	-4	-1	7	0	-0.6	-1	10	2
CC(=O)c1ccc(S(=O)(=O)N2CCC(c3nc4ccccc4[nH]3)CC2)cc1	3	0	-3	0	4	3	-0.7	1	0	-9
CC(=O)C1=C(C)N(CC2CC2)C(=O)N[C@H]1c1ccc(Br)cc1	2	0	8	1	3	-2	-1.4	0	13	2
O=C(Nc1cccc2ccccc12)c1cccc([N+](=O)[O-])c1	-1	0	-2	-1	-6	-4	0.8	-5	-6	6
COC(=O)c1cc(C)sc1NC(=O)CC1Nc2ccccc2NC1=O (stereo not given)	1	-7	-3	-14	-13	9	-1.4	-3	-4	-5
Cc1occc1C(=O)N/N=C/C1=C(N2CCOCC2)C(=C/c2ccc(Cl)cc2Cl)/CC1	-1	10	-3	-2	5	5	-0.7	-3	4	3
COc1ccc(C[C@H]2CN3C(=NC[C@H]3Cc3ccccc3)N2CCNC(=O)CCC2CCCCC2)cc1	3	-7	-10	-1	16	0	-1.5	0	-12	-1
CCN(CC)CCCN(Cc1cc2cc(OC)c(OC)cc2[nH]c1=O)C(=O)Nc1ccccc1	6	-8	-11	-6	-4	-2	1.3	0	3	-2
COc1cc(CC(=O)N2c3ccccc3N=C(c3ccccc3)C2C(=O)NCc2ccccc2)cc(OC)c1 (stereo not given)	4	-4	-4	2	-2	3	-0.8	-7	/	-5
Cc1ccccc1/C=C/C(=O)NCC(=O)N1CCC(N(C)C2CCCCC2C)CC1 (stereo not given)	2	0	-14	7	3	-1	-1.8	3	6	-2
COc1ccc(N=Cc2nc(-c3ccco3)oc2O)cc1	-2	1	-12	5	-1	-1	-16	5	4	-2
O=C(Nc1cccc(C(F)(F)F)c1)C1Cc2c(-c3ccccc3Oc3ccccc3)ccnc2O1 (stereo not given)	7	-10	4	-21	0	0	-0.2	3	/	-2
Cn1nc(C(=O)NC2CCCCC2)c2c1-c1ccccc1S(=O)(=O)C2	-3	3	2	4	10	-1	2.2	-1	0	0
CCOC(=O)N1CCN(S(=O)(=O)c2cccc3nsnc23)CC1	4	-5	-9	5	-2	-1	3.6	4	6	0
CC(C)[C@H](NS(=O)(=O)c1ccccc1)C(=O)OCC(=O)NC(=O)c1cccn1C	1	2	4	3	3	-3	-1.1	-7	0	2
Cc1ccc([C@H]2C[C@@H](n3cc(C4CC4)nn3)[C@H](O)CN2Cc2cccs2)cc1	0	-3	-6	-1	1	1	0.4	-1	-8	-4
CC(C)(C)c1nc2c(s1)CCc1onc(-c3ccc(Br)cc3)c1-2	-2	6	-4	-8	4	-2	0.2	1	-7	-4
O=C(Nc1cc(=O)[nH]c(=O)[nH]1)c1cc(Cl)ccc1Cl	-1	1	4	5	-4	-1	-1.7	-3	5	0
Cc1cc(Br)c2nc3c(c(C(=O)O)c2c1)CCCCC3	1	-1	6	-2	-2	1	75*	-1	0	-1
CC(C)(C)c1ccccc1NC(=S)NCc1ccccc1	-4	8	0	5	2	-2	1.2	-3	-12	0
CN(C)CC1CCC/C(=C\c2ccc(OC(=O)c3ccc(Cl)cc3)cc2)C1=O (stereo not given)	3	4	5	-4	10	0	-0.6	5	-5	-1
S=C(NCCN1CCOCC1)Nc1ccc(-c2nc3ccccc3[nH]2)cc1	-1	2	-6	1	-7	-1	-0.3	-1	-5	3
CCCCn1c(O)c2n(c1=O)Cc1ccccc1N=C2c1ccc(C)cc1	-4	3	-1	1	5	-7	-2.9	-1	/	-1
CCCCNC(=O)N1CCCN(c2ccc(C#N)cn2)CC1	-3	2	-7	5	-6	-2	-1.5	-5	8	6
O=C(CSc1nnc(CNC(=O)c2ccc(F)cc2)o1)NCC1CCCO1 (stereo not given)	0	-2	2	7	3	4	-1.3	-6	6	3
Cc1ccc(-c2nnc(SCC(=O)N/N=C/c3ccc(C)s3)n2-c2ccccc2)cc1	6	0	0	-8	4	3	0.5	-2	-3	3
CC1CCCCC1NC(=O)COC(=O)c1ccc2c(c1)OCCO2 (stereo not given)	2	-5	-5	-1	1	1	-0.1	-4	-3	-5
CCn1c(=O)c(C(=O)NCCNCCO)c(O)c2ccccc21	-3	6	3	-1	11	1	1.6	4	-1	0
Nc1nc(SCC(=O)NCCO)nc2sc3c(c12)CCCC3	0	-3	-4	-5	-11	-1	-2.7	-3	2	4
CN1CCC(N(C)C(=O)c2cccc(S(=O)(=O)N3CCc4ccccc43)c2)CC1	-2	-3	5	-2	1	2	0.4	-2	6	-4
Next section.
SMILES	UHRF1 MBD2 ctr	TCR CD3 inh	TDP2 inh	SIAE inh	ABHD4 inh	PRMT1 FP inh	PG9 binder	DDE Tn7 FP inh	HTRA1 inhibitor	LEDGF integ inh
CCCCn1c(SCC(=O)NC(C)CC)nc2ccc(N3CCOCC3)cc2c1=O (stereo not given)	0	-2	6	3	4	3	1.4	-1	5	1
Cc1cc(=O)[nH]c(NN=C(CC(C)C)CC(C)C)n1	0	1	0	3	0	-3	-0.3	-1	12	0
Cc1ccc(NC(=O)C(=O)NCCN2CCN(C(=S)Nc3ccccc3)CC2)cc1	-5	-2	4	2	8	-4	1.4	4	-6	4
Cn1c(N)c(C(=O)COC(=O)c2ccnc3ccccc23)c(=O)n(C)c1=O	2	5	7	0	0	-3	0.0	2	-4	1
O=C(Nc1nc(COc2ccccc2)cs1)c1ccccc1F	2	-3	4	-8	-20	3	-2.3	-2	-21	-3
C=CCn1nc2ccccc2c1OC	0	2	7	-1	-6	0	-1.9	3	-1	-2
